Mdm2 MdmX PPI: inhibitors of human Mdm2/MdmX interaction | O15151+Q00987 | SaOS-2 split-luciferase Mdm2/MdmX complementation, luminescence | inhibition, % at 8 µM | hit rate 3% among 330,000 | AID 485346;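 active = inhibition of at least 50% at 8 µM in the primary screen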
Target sequence (O15151 whole entry, looked up): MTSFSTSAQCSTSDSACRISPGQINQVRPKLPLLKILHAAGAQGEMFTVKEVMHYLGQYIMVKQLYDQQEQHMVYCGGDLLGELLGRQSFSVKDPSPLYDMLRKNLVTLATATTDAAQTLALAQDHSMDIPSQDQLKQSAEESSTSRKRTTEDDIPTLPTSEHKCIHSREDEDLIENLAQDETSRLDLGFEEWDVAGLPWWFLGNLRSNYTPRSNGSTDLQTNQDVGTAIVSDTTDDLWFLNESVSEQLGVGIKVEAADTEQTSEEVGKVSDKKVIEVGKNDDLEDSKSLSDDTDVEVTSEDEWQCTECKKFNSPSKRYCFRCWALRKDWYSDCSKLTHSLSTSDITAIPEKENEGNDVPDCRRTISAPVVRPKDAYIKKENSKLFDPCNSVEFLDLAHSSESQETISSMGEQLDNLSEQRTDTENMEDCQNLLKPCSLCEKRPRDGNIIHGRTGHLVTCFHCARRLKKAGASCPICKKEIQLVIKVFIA
Target sequence (Q00987 whole entry, looked up): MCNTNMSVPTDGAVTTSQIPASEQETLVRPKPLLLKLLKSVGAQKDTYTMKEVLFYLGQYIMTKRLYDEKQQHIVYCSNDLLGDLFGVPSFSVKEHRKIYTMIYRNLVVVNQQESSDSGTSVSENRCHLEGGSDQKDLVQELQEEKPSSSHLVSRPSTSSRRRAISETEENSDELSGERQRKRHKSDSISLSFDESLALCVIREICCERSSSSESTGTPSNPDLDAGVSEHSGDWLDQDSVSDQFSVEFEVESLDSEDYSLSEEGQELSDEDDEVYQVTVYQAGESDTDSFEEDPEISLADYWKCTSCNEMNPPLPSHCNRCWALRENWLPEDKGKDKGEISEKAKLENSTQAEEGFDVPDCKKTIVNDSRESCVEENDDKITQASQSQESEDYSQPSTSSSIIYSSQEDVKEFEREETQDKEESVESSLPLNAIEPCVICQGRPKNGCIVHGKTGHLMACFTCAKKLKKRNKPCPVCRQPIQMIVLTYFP
697 NFkB inh: lowers PMA/ionomycin-induced NF-kB signal in 697 B cells; inhibition, % at 4 µM; hit rate 0.33% among 330,000; 697 B-cell NF-kB luciferase reporter, 16 h; in the data active = inhibition above about 35%
UPR CHOP act: apoptotic UPR (CHOP) activation; AID 449763; hit rate 0.34% among 330,000; CHO-CHOP luciferase reporter, luminescence; percent of tunicamycin response over DMSO baseline; activation, % at 10 µM;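 active = at 10 µM dose, activation of 40% or more, normalized to positive control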;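 also: 100% = tunicamycin at 10 µg/mL and 0% = DMSO alone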
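Assay system: CHO cells with stable CHOP pathway luciferase reporter; Buffer or medium: F12 plus 10% serum; Times: 16-18 h cell attachment, then 6 h compound exposure, 37 °C; Signal: luciferase luminescence; Read-out basis: percent activation relative to tunicamycin control; Control set: tunicamycin high control, DMSO low control.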
EBI2 block: EBI2 (human) antagonism. P32249. EBI2 beta-arrestin recruitment, luminescence, 7a,25-OHC stimulated. inhibition, % at 5 µM. hit rate 0.81% among 360,000. AID 651636; in the data active = inhibition above about 38%;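 also: enzyme fragment complementation signal reports receptor beta-arrestin coupling in cells; 0% = agonist plus DMSO wells and 100% = wells without agonist; some results beyond the cut were filed as inactive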
Jurkat NFkB inh: lowers PMA/ionomycin-induced NF-kB signal in Jurkat cells; PMA/ionomycin-induced NF-kB luciferase reporter, luminescence; inhibition, % at 4 µM; hit rate 0.53% among 330,000; AID 435003; in the data active = inhibition above about 50%
UPR XBP1 act: activators of adaptive arm of unfolded protein response (XBP1) | CHO-XBP1 luciferase reporter, IRE1-XBP1 UPR activation, luminescence; percent of tunicamycin response, DMSO as zero | activation, % at 20 µM | hit rate 0.33% among 330,000 | AID 463104;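 active = versus positive control, 20 µM dose yields 30% or more activation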;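 also: 100% = tunicamycin at 10 µg/mL and 0% = DMSO only wells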
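Test system: CHO-XBP1 luciferase reporter cells | Buffer or medium: Serum-containing F12 medium, 10% FBS | Schedule: 6 h compound exposure at 37 °C, 5% CO2 | Detection: Steady-Glo luciferase glow luminescence, 10 min after reagent addition | Read-out basis: Activation, % of tunicamycin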
Gli-Sufu block: blocks Gli-Sufu signaling in a luciferase reporter. inhibition, % at 5 µM. Sufu-KO-LIGHT fibroblasts, Gli luciferase reporter luminescence. hit rate 0.74% among 340,000;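 active = inhibition above about 55%, limit read from the data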;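 also: 0% = DMSO-treated cells and 100% = wells with medium but no cells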
CXCR6 inh: inhibitors of human CXCR6 receptor | hit rate 0.36% among 360,000 | CHO-K1 PathHunter CXCR6 beta-arrestin, luminescence | inhibition, % at 20 µM | O00574; in the data active = inhibition above about 34%, passing the limit was not always enough;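 also: antagonist mode with CXCL16 agonist at 10 nM final; 0% = 10 nM CXCL16 with DMSO and 100% = unstimulated wells without agonist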
CCR6 antagonist: blocks CCL20-driven beta-arrestin recruitment at human CCR6. P51684. CHO-K1 CCR6 PathHunter beta-arrestin, luminescence, CCL20-stimulated. AID 493098. inhibition, % at 20 µM. hit rate 0.49% among 340,000;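 active = compounds whose inhibition of the agonist-driven luminescence signal at 20 µM reaches about 50%, limit read from the data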;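 also: cells stimulated with CCL20 at 14 nM final; plate controls were DMSO with CCL20 for no effect and DMSO without agonist for full effect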
Starred values were filed as active, the others as inactive; / = no result given.

Results follow in this order: UPR CHOP act, Mdm2 MdmX PPI, EBI2 block, CXCR6 inh, CCR6 antagonist, UPR XBP1 act, Gli-Sufu block, Jurkat NFkB inh, 697 NFkB inh
- COC(=O)C1=C(c2ccc(F)cc2OCc2ccccc2)C[C@@H]2CC[C@H]1N2C(=O)NCCc1ccc(F)cc1
→ 5.4, 50, 39, 11, 13, 0, 15, -6, -10
- CC(=Nc1ccc2c(c1)CCC2)c1c(O)n(C)c(=O)n(C)c1=O
→ 3.5, 8, 1, 6, 6, 1, 6, 15, -15
- O=C(N=Nc1c(O)[nH]c(=O)[nH]c1=O)C1COc2ccccc2O1 (stereo not drawn)
→ -1.5, -22, -3, -13, 6, -1, 2, -13, -17
- CCCC[C@@H](C)C[C@@H](C)C(=O)N(C)[C@@H](CC(C)C)C(=O)N[C@H](C(=O)N(C)[C@H](C(=O)N1C[C@@H](O)C[C@H]1C(=O)N1C(=O)C=C[C@@H]1C)C(C)C)C(C)OC(C)=O (stereo partly drawn)
→ 73*, 95*, -8, 13, 19, 51*, 7, 91*, 1
- C=C1C(=O)O[C@@H]2C[C@@H](C)[C@H]3C=CC(=O)[C@]3(O)C[C@@H]12
→ 61*, 58*, 9, 11, 4, -4, -3, 30, -177
- CC(C)(C)n1cc(C(=O)c2ccc3ccccc3c2O)cn1
→ -1.1, 41, -3, -7, -10, -4, 9, -180, -305
- COC(=O)C1=C(c2cccc(OCc3ccccc3)c2)C[C@@H]2CC[C@H]1N2C(=O)NCc1cccc(OC)c1
→ 1.0, -11, 19, 5, 18, -4, 2, 9, -16
- COc1c(C)cc(C(=O)C2CCCN(Cc3cnc(C)s3)C2)cc1C (stereo not drawn)
→ 0.3, 13, -2, 5, 1, -1, 21, -8, -15
- CC(=O)O[C@]1(C)C(=O)OC/C2=C/CN(C)CCC(OC(=O)[C@@](O)(C(C)O)C[C@H]1C)C2=O (stereo partly drawn)
→ 0.3, -11, -10, -9, -3, -1, -7, -19, -7
- C[N+]1=C(/C=C/Nc2ccccc2)C(C)(C)c2ccccc21
→ -0.4, 1, 4, 3, 10, 0, 63*, 1, -10
- CC[C@@H]1C=CC=CC[C@H](C)[C@@H](O)[C@@H](C)C(=O)[C@H](C)[C@@H](O)[C@H](C)C(=O)[C@H](C)[C@@H](O)[C@H](C)C=CC(=O)O[C@H]2[C@@H](C)[C@@H](CC1)O[C@@]1(CC[C@@H](C)[C@@H](C[C@H](C)O)O1)[C@@H]2C
→ 6.8, 36, /, /, /, 16, /, 53*, 17
- Cc1cccc2c(CCN)c[nH]c12
→ 0.8, 13, 3, 6, 1, -1, 19, -11, 14
- CC1(C(=O)O)CC12c1ccccc1-c1ccccc12 (stereo not drawn)
→ /, /, -7, -15, 2, /, -5, /, /
- O=P(O)(O)Oc1ccccc1P(=O)(c1ccccc1)c1ccccc1
→ -0.6, 19, -6, 2, 4, 0, -6, -4, 9
- CC(Cc1ccccc1)NC(=O)/C=C/C(=O)O (stereo not drawn)
→ -1.0, -5, -13, 2, 0, 2, -8, 2, 8
- C/C(=N\NC(=S)Nc1ccccc1)c1c(O)n(C)c(=O)n(C)c1=O
→ 0.8, -1, -8, 4, 2, 1, 7, 1, 6
- Cc1cc(NC(=O)CCl)no1
→ -1.1, 20, -3, -1, 5, 0, -8, 9, 1
- Cn1c(O)c(C=NC2CCCCC2)c(=O)[nH]c1=S
→ 0.5, -21, -3, -4, 0, -2, 6, 4, 0
- CN1CCN(c2nc(Cl)ncc2F)CC1
→ 0.7, 3, -1, 4, 8, 1, -4, -3, 5
- C#C[C@@]1(O)CCC2C3CCC4=C/C(=N/OCC(=O)NC(CCC(N)=O)C(=O)O)CC[C@]4(C)C3CC[C@@]21C (stereo partly drawn)
→ -1.0, 4, -7, -2, 9, 3, 12, -16, -15

A section of the results above:
Results follow in this order: UPR CHOP act, Mdm2 MdmX PPI, EBI2 block, CXCR6 inh, CCR6 antagonist, UPR XBP1 act, Gli-Sufu block, Jurkat NFkB inh, 697 NFkB inh
- CC(Cc1ccccc1)NC(=O)/C=C/C(=O)O (stereo not drawn)
→ -1.0, -5, -13, 2, 0, 2, -8, 2, 8
- C/C(=N\NC(=S)Nc1ccccc1)c1c(O)n(C)c(=O)n(C)c1=O
→ 0.8, -1, -8, 4, 2, 1, 7, 1, 6
- Cc1cc(NC(=O)CCl)no1
→ -1.1, 20, -3, -1, 5, 0, -8, 9, 1

Next section.
Results follow in this order: UPR CHOP act, Mdm2 MdmX PPI, EBI2 block, CXCR6 inh, CCR6 antagonist, UPR XBP1 act, Gli-Sufu block, Jurkat NFkB inh, 697 NFkB inh
- C=CCn1c(O)c(C(C)=NCCCn2ccnc2)c(=O)[nH]c1=O
→ -1.4, 16, -8, 1, -2, 0, 8, 12, 5
- CN(Cc1ccccc1)C(=C(Cl)Cl)/C(=C1/NCCN1Cc1ccc(Cl)nc1)[N+](=O)[O-]
→ 0.2, -4, 2, 8, 9, -2, 1, 16, 20
- Cc1cc(=O)[nH]c(CCl)n1
→ 0.2, -3, -6, 4, 1, -1, 8, 0, -13
- CC(C)c1cc(Br)c(NC(=O)Nc2cccnc2)c(Br)c1
→ -1.0, 5, 0, 4, 9, 3, 9, 3, 1
- CC1CN1P1(=O)OCC(C)([N+](=O)[O-])CO1 (stereo not drawn)
→ /, /, -2, -2, 8, /, -2, /, /
- N#CCCn1cc(C(=O)Nc2ccc(F)cc2)c(-c2ccccc2)n1
→ 1.3, -12, -7, -9, 10, -3, 51, 8, 11
- COC(=O)C12CCc3c(ccc4cc(OC)ccc34)C1=CC(=O)C2 (stereo not drawn)
→ /, /, -4, 0, 18, /, 13, /, /
- O=C1NC(=O)N(Cc2ccccc2Cl)C(=O)/C1=C/N1CCOCC1
→ -0.4, -14, -8, -1, 6, -1, 8, -3, -2
- O=c1[nH]c(=O)n(Cc2ccccc2)c(O)c1/C=N/NCCO
→ 0.7, -1, 1, 14, 9, -3, 8, 2, 5
- COc1ccc(CNC(C)Cc2cccs2)cc1 (stereo not drawn)
→ -0.2, -16, 7, 3, 17, 0, 8, -5, -8
- C[C@]12CCC3C(CC[C@H]4C[C@H](OC(=O)c5cccnc5)CC[C@]34C)C1CCC2=O (stereo partly drawn)
→ -1.5, 24, 19, -8, 22, -2, 12, 9, -19
- CCCS(=O)(=O)N1CCCC(C(=O)N2CCC3(CC2)OCCO3)C1 (stereo not drawn)
→ 1.7, -7, 1, -1, 6, -1, 5, -15, 16
- CCC1C2CC3C4N(C)c5ccccc5C45CC(C2C5O)N3[C@@H]1O (stereo partly drawn)
→ 1.9, 12, 1, 2, 7, -2, 6, 5, 15
- O=C1CCN(C(=O)Cc2ccccc2[N+](=O)[O-])CC1
→ 0.8, 4, 10, -4, 2, 0, 5, 6, -9
- COP(=O)(OC)Oc1ccc(C(O)C(Cl)(Cl)Cl)cc1 (stereo not drawn)
→ -0.4, 0, -13, 4, -3, -2, 1, -12, 6
- COc1nc(NC(C)C)nc(NC(C)C)n1
→ -1.5, -26, -5, 1, -25, -1, 4, 9, 21
- CP(C)(=O)CCC(=O)O
→ 0.9, -2, 8, 3, 2, -1, 5, -17, -17
- CCC(C)N1C(=O)/C(=C/c2ccc3c(c2)CCN3CCCCl)C(=O)NC1=S (stereo not drawn)
→ /, /, -2, 5, 23, /, -17, /, /
- c1cc2c(cc1CCNC1CCCCCC1)OCO2
→ -2.2, 18, 3, 4, -8, -1, -66, 1, 12
- COC(=O)C1=C(c2c(C)noc2C)C[C@@H]2CC[C@H]1N2C(=O)N1CCCCC1
→ -1.3, 18, -2, 4, 1, -4, -4, -6, 16
- Clc1ccccc1CN1CCN(c2ccccc2)CC1
→ 0.5, -6, 8, 2, 14, -1, 0, -6, -19
- O=c1[nH]c(=S)n(-c2ccccc2)c(O)c1/C=N/N1CCCCC1c1cccnc1 (stereo not drawn)
→ 0.4, 5, 1, 6, 8, 2, 0, 0, 6
- CC12CCCCC1N(O)CN2O (stereo not drawn)
→ 0.5, 7, 4, 5, 60*, -1, 3, 4, -5
- CCCCc1nc2ccccc2c(=O)n1-c1ccccc1O
→ -1.1, 13, -4, -5, -9, 0, 0, -2, 18
- C[C@]12CCC3C(CC[C@H]4C[C@@H](O)CC[C@]34C)C1C[C@@H](O)[C@]2(C)O (stereo partly drawn)
→ 0.4, -2, -9, -15, 0, -4, 1, -6, 18
- Cc1ccc(-n2c(O)c(C=NCCC3=CCCCC3)c(=O)[nH]c2=O)cc1
→ 1.3, 8, 6, 1, 4, -1, 1, -14, -30
- CC(=O)OC1CCC2(C)C(CCC3C4CC(N5CC5)C(C(C)=O)C4(C)CC(=O)C32)C1 (stereo not drawn)
→ /, /, -9, -2, -1, /, -24, /, /
- COc1cc(C(=O)Nc2ccc(Br)cc2C(=O)c2ccccc2Cl)cc(OC)c1OC
→ 1.1, 15, 30, 16, 16, -2, 8, 2, -5
- COc1ccc(OCC(=O)Nc2ccc(Cl)cc2C(=O)c2ccccc2)cc1
→ 2.8, -22, 7, 7, 19, -1, 0, -10, -15
- O=C(NC(=S)N1C[C@H]2C[C@H](C1)c1cccc(=O)n1C2)c1ccc(Cl)cc1
→ -4.4, -51, -18, 0, 17, -1, 1, -16, -8
- OC[C@H]1O[C@@H](n2cnc3cc(Cl)c(Cl)cc32)[C@H](O)[C@@H]1O
→ -1.5, 45, 0, 5, -6, -8, 25, 17, 2
- CC1=C2C3OC(=O)C(C)C3CC[C@@]2(C)C=CC1=O (stereo partly drawn)
→ 0.4, 28, 3, -1, -12, -10, -4, -3, 17
- CCOC(=O)C1=C(C)N(C)C2(C)CC1c1ccccc1O2 (stereo not drawn)
→ -4.0, 13, -12, 10, -8, 2, 41, 1, 19
- COc1ccc2ccc(O)c(CN3CC=C(c4ccccc4)CC3)c2c1
→ -0.2, 24, 4, 6, 4, 3, 13, 14, -12
- CC(CC(C)(C)N1CC1)=NO
→ /, /, 0, 6, 1, /, 4, /, /
- CC1(C)C(c2ccccc2)=NC(c2cccnc2)=[N+]1[O-]
→ 0.7, 21, -8, -11, -42, -3, -6, -6, 0
- CC=C(CC)C1(CC)C(=O)NC(=S)NC1=O
→ /, /, -5, 4, 1, /, 4, /, /
- CC(C)Cc1nnc(NC(=O)CCC(=O)N2CCC3(CC2)OCCO3)s1
→ 0.6, 17, 4, -14, 7, -3, -4, -14, -10
- CCCNC(=O)N1[C@H]2CC[C@@H]1C(C(=O)OC)=C(c1ccc(-c3ccccc3)c(F)c1)C2
→ -2.8, 0, 21, 6, 19, 1, 3, -11, -24
- CCN(CC)CCCN=Cc1c(O)n(-c2cccc(C)c2C)c(=O)[nH]c1=O
→ -5.8, 18, -1, -6, 13, 1, -4, -14, 6
- CCOC(=O)C(=O)NC1CCSC1=O (stereo not drawn)
→ 1.8, -17, -5, -1, -1, 5, 6, 4, 8
- N/C(=N\[N+](=O)[O-])N1CCN(C(=O)c2ccccn2)CC1
→ 1.1, -28, -2, 3, 8, -1, 8, -34, -4
- O=S(=O)(c1ccc(F)cc1)N1CN2CCN(C2)C1
→ 0.0, 1, -3, -5, 7, -1, 1, -12, -17
- O=C1CCCC2C3CCCN4CCCC(CN12)C34 (stereo not drawn)
→ -0.8, 11, 0, -2, -5, -2, 10, -2, 11
- COc1cccc(N2C(=O)CC(=O)NC2=O)c1
→ -1.3, 8, -1, -1, -12, 2, 5, -7, 15
- O=C1NC(=O)C(C(CC(=O)c2ccccc2)c2ccccc2)C(=O)N1 (stereo not drawn)
→ -1.2, -11, -2, 4, 2, -1, 4, -7, 2

Screening data deposited in PubChem BioAssay by Sanford-Burnham Center for Chemical Genomics.

Not all compounds are listed; rates above refer to the full screens.
